Bioassay records: PubChem BioAssay, ICCB-Longwood Screening Facility, Harvard Medical School
Polio RdRp inh = poliovirus RdRp elongation inhibitors, primary screen, biochemical, fluorescence polarization, total intensity; Genome polyprotein (Poliovirus type 1 (strain Mahoney)), P03300; poliovirus polymerase elongation; active compounds read low; % elongation, % (compound at 16.7 µg/mL); 0.66% of 150,000 active; in the data active = % elongation below about 90%; also: some results filed as inactive read as strong as hits
Target sequence (P03300 1749-2209 limits assumed): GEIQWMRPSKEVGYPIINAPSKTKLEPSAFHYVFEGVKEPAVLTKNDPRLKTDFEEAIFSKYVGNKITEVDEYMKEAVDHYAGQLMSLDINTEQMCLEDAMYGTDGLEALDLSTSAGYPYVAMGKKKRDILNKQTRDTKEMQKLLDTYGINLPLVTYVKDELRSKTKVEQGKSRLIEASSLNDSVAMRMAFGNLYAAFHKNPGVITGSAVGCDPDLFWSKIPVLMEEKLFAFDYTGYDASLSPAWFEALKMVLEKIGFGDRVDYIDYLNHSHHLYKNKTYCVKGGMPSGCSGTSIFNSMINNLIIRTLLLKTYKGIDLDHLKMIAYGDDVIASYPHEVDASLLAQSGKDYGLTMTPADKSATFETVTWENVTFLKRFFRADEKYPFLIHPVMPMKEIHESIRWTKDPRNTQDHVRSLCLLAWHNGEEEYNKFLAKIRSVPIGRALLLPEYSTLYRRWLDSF
Polio RdRp inh FP z-score = second read-out of Polio RdRp inh, no call of its own (marks repeat the call); z-score; measured here: FP z-score; hits read low
An asterisk follows results filed as active.

SMILES	Polio RdRp inh	Polio RdRp inh FP z-score
Brc1ccc(-c2cnc(/C=C/C=C/N3CCOCC3)s2)cc1	150	5.4
COCCCn1c(SCc2ccccc2F)nc2c(sc3ccccc32)c1=O	112	1.1
Cc1ccc2nc(NCCC(=O)O)nc(-c3ccccc3)c2c1	102	0
CCOc1ccc(-c2cc(CCCC(=O)NCCc3cc(OC)c(OC)c(OC)c3)no2)cc1	107	0.3
CN(C)S(=O)(=O)c1cccc(CSc2nnc(C(F)(F)F)n2C)c1	99	-0.4
CCc1cccc(NC(=O)Nc2cn(C)c(=O)c3ccccc23)c1	79*	-5.8*
Cc1ccc(C(=O)NC(C)C(C)(C)C)o1 (stereo unspecified)	99	-0.2
O=S(=O)(c1ccc2c(c1)OCO2)N1CCOCC1	107	2.5
OCc1cccn1-c1ccc(I)cc1	100	-0.1
Cc1cc(C(=O)Cn2cnc3sccc3c2=O)c(C)n1CCc1ccc(Cl)cc1	101	-0.2
S=c1nc(-c2ccccc2)[nH]n1CN1CCc2ccccc2C1	99	-0.6
CC(CNC(=O)CN1C(=O)COc2ccc(S(=O)(=O)N3CCCCCC3)cc21)c1ccccc1 (stereo unspecified)	107	-0.8
CC1(C)Cc2c(c(=S)nc(-c3ccccc3)n2CCO)CO1	103	1.3
O=S(=O)(c1ccc2nc(-c3cccs3)c(-c3cccs3)nc2c1)N1CCOCC1	111	0.9
COc1cc(CO)cc(Br)c1OCc1cccnc1	105	1.5
COc1cccc(-c2cc(C(=O)N3CCN(C(=O)c4cc(OC)c(OC)c(OC)c4)CC3)[nH]n2)c1	105	1.4
CCCCc1ccc(NC(=O)CSc2nc(C3CCCCC3)c(C#N)c(=O)[nH]2)c(C)c1	98	-1.1
N#Cc1c(NC(=O)COCc2cc(-c3ccco3)on2)sc2c1CCCC2	100	-0.6
Cc1ccc(C)n1-c1ccon1	107	1
O=C(Cc1ccccc1)NCCc1csc2nc(-c3ccc(Cl)cc3)nn12	106	-0.2
O=C(CC1SC(=O)N(Cc2ccccc2)C1=O)Nc1nccs1 (stereo unspecified)	103	-0.2
CCc1nnc2sc(NC(=O)c3ccco3)nn12	101	-0.2
COc1ccc(C=Nc2n[nH]c(Nc3ccccc3)c2-c2nnc3n2CCCCC3)cc1	101	-0.1
O=C(Nc1nnc(S(=O)(=O)N2CCCCC2)s1)c1ccc(F)cc1	102	-1.6
CCCCC(=O)Nc1noc2ccccc12	104	0.5
COc1ccc(CN(C)C(=O)c2cccc(F)c2)c(OC)c1OC	110	0.8
COc1ccc(OCc2cc(=O)n3nc(C)sc3n2)cc1	99	-1.1
Cc1ccc(-c2nnc(-c3ccc(NC(=O)C(C)C)cc3)o2)cc1	100	0.1
CCOC(=O)Nc1ccc2c(c1)N(C(=O)CN1CCOCC1)c1ccccc1CC2	103	0.3
O=C(O)C1=Nc2cccc3cccc(c23)N1	102	0
O=C(Nc1ccc2nn(-c3ccc(Cl)cc3)nc2c1)c1cc2ccccc2o1	107	0.2
Fc1ccc(N=Cc2cccnc2)cc1F	102	-0.1
Cc1ccc(N=C2C(=O)N(CN(C)C)c3ccccc32)cc1	100	-0.2
Cc1ccc(N2C(=O)C3CN4CCCN4C3C2=O)cc1 (stereo unspecified)	102	0.2
COc1ccc(C2C(C(N)=O)C2(C#N)C#N)cc1 (stereo unspecified)	98	-0.5
CCOC(=O)c1c(C)oc2nc(C)nc(NCc3ccc(Cl)cc3)c12	122	2
COc1cc(N)ccc1-n1c(C)ccc1C	103	0.5
COc1ccc(CCNc2ncnc3c2c(-c2ccccc2)cn3-c2cccc(Cl)c2)cc1OC	110	0.5
Cc1cc(NC(=O)NC(=O)c2ccc(F)cc2)n[nH]1	100	-0.3
S=C(NCCc1ccc(Cl)cc1)NCc1ccco1	100	0.1
Nc1nnc(CSc2cccc3cccnc23)o1	103	0.1
CNC(=O)CSc1c(-c2cccs2)[nH]c2ccccc12	108	0.5
Cc1ccc(-c2onc(C)c2C)cc1S(=O)(=O)N1CCCCC1	109	0.4
COC(=O)c1ccc2c(=O)[nH]c(COC(=O)c3sc4nc5n(c(=O)c4c3C)CCC5)nc2c1	108	1.2
COc1cc2c(cc1OC)C(c1ccccc1)CC(=O)N2 (stereo unspecified)	103	0.2
CN1CCN(C(=O)C(F)(F)C2(F)OC(F)(F)C(F)(F)C2(F)F)CC1 (stereo unspecified)	103	0.5
O=C1CCCN1CCC1CCN(C(=O)Nc2ccccc2)CC1	101	0.2
CCOc1ccc(C2c3c(oc4ccc(C)cc4c3=O)C(=O)N2CCN(CC)CC)cc1OC (stereo unspecified)	100	-0.5
COc1ccc(S(=O)(=O)N(CC(=O)Nc2ccc(Br)cc2)Cc2ccccc2)cc1	100	-0.4
COC(=O)c1c2c(nc3ccccc13)CCCC2	99	-0.8
CCOC(=O)c1c(C)[nH]c(C)c1S(=O)(=O)N1CCCC(C(=O)N2CCN(c3ccc(Cl)cc3)CC2)C1 (stereo unspecified)	110	0.7
CCc1ccc(S(=O)(=O)c2c(C(=O)c3ccccc3)cnc3cc4c(cc23)OCCO4)cc1	101	-0.2
Cc1oc2c(c1C(=O)NCc1ccccc1)C(=O)c1ccccc1C2=O	101	-0.1
CSC(=CC(=O)C(C)(C)C)SC	105	0.8
CCc1ccc(OCc2nnc(SC(C)C(=O)OC)n2C)cc1 (stereo unspecified)	102	0
COc1ccc(CNC(=O)c2cc3cccc4c3n2CC(C)S4)cc1 (stereo unspecified)	112	0.9
Cc1ccccc1-c1nc(NC(=O)CSc2ncnc3sc4c(c23)CCC(C)C4)ns1 (stereo unspecified)	101	-0.2
Cc1ccc(C(=O)CC(C(=O)O)n2ccc(C)n2)cc1 (stereo unspecified)	101	-0.1
CC(=O)c1ccc(N2CCN(c3nc4c(S(=O)(=O)c5ccc(C)c(C)c5)nnn4c4ccc(Cl)cc34)CC2)cc1	102	-0.9
COc1cccc(NS(=O)(=O)c2ccc3c(c2)[C@H]2C=CC[C@H]2[C@@H](c2ccccc2Cl)N3)c1	134	3.7

Copied from the list.
O=C(O)C1=Nc2cccc3cccc(c23)N1 in Polio RdRp inh shows 102
CNC(=O)CSc1c(-c2cccs2)[nH]c2ccccc12 in Polio RdRp inh FP z-score shows 0.5

Next structures.
SMILES	Polio RdRp inh	Polio RdRp inh FP z-score
O=C1N=c2ccccc2=C1c1[nH]c(=S)n(-c2ccccc2)c1O	105	0.2
CSc1cccc(C(=O)Nc2cc(C)on2)c1	104	0.7
Cc1ccc2c(=O)c(C(=O)c3cccc(Cl)c3)cn(CC(=O)NCc3ccccc3)c2n1	98	-0.7
Cc1cc(-c2ccc(C(C)C)c(S(=O)(=O)N3CCN(c4ccccc4F)CC3)c2)on1	101	0
CCN(CC)P(=O)(c1nccn1C)N(CC)CC	96	-0.5
COc1ccccc1OC(=O)Nc1ccccc1	103	0.6
CCc1cccc(C)c1NC(=O)c1cc2ccccc2o1	102	-0.1
CCCCN(C)C(=O)c1ccc2c(c1)N(Cc1ccc(F)cc1)C(=O)c1ccccc1S2(=O)=O	100	-1.6
CC(C)(C)NC(=S)Nc1cccc(Cl)c1	101	0.2
COC(=O)CN1C(=O)C2(C(C(=O)OC)=C(N)Oc3c2c(=O)oc2ccccc32)c2ccccc21 (stereo unspecified)	102	-0.1
O=c1c2sc3ccccc3c2n(Cc2cccc(C(F)(F)F)c2)c(=O)n1Cc1ccc(F)cc1	110	1.7
C=CCC(=O)c1sc(NC)c(C#N)c1N	109	0.7
O=C(O)CCc1ccc(-c2ccc(F)cc2)n1NC(=O)c1ccco1	102	0
CCOC(=O)C1=C(CS(=O)(=O)c2ccc(C)cc2)NC(=O)NC1c1ccc(C(C)C)cc1 (stereo unspecified)	106	-0.2
CCC(NC(=O)c1ccccc1NC(=O)c1ccco1)C(=O)NC1CCCCC1 (stereo unspecified)	102	0.2
FC(F)(F)c1cc(Br)ccc1N=Cc1ccccc1	109	0.5
O=C(Nc1ccccc1)c1cccc2c(=O)c3c([nH]c12)CCCC3	106	-0.1
O=C(CN1CCCCCC1)Nc1nncs1	101	-0.5
Cc1c(CCC(=O)NCc2ccccc2)c(=O)oc2cc(O)ccc12	103	0.4
Cc1nn(CC(=O)N2CCN(c3cccc(Cl)c3)CC2)c(=O)c2c1sc1ccccc12	107	-0.2

Some of these compounds in order of heavy-atom count, highest first:
SMILES	Polio RdRp inh	Polio RdRp inh FP z-score
COc1cccc(-c2cc(C(=O)N3CCN(C(=O)c4cc(OC)c(OC)c(OC)c4)CC3)[nH]n2)c1	105	1.4
CCCCN(C)C(=O)c1ccc2c(c1)N(Cc1ccc(F)cc1)C(=O)c1ccccc1S2(=O)=O	100	-1.6
CCOC(=O)C1=C(CS(=O)(=O)c2ccc(C)cc2)NC(=O)NC1c1ccc(C(C)C)cc1 (stereo unspecified)	106	-0.2
Cc1cc(C(=O)Cn2cnc3sccc3c2=O)c(C)n1CCc1ccc(Cl)cc1	101	-0.2
COCCCn1c(SCc2ccccc2F)nc2c(sc3ccccc32)c1=O	112	1.1
N#Cc1c(NC(=O)COCc2cc(-c3ccco3)on2)sc2c1CCCC2	100	-0.6
Cc1oc2c(c1C(=O)NCc1ccccc1)C(=O)c1ccccc1C2=O	101	-0.1
O=C(O)CCc1ccc(-c2ccc(F)cc2)n1NC(=O)c1ccco1	102	0
O=C(Nc1nnc(S(=O)(=O)N2CCCCC2)s1)c1ccc(F)cc1	102	-1.6
O=C1CCCN1CCC1CCN(C(=O)Nc2ccccc2)CC1	101	0.2
COc1ccc(OCc2cc(=O)n3nc(C)sc3n2)cc1	99	-1.1
Cc1ccc(C(=O)CC(C(=O)O)n2ccc(C)n2)cc1 (stereo unspecified)	101	-0.1
COc1cc(CO)cc(Br)c1OCc1cccnc1	105	1.5
Nc1nnc(CSc2cccc3cccnc23)o1	103	0.1
COc1cc(N)ccc1-n1c(C)ccc1C	103	0.5
Cc1ccc(C(=O)NC(C)C(C)(C)C)o1 (stereo unspecified)	99	-0.2
Cc1ccc(C)n1-c1ccon1	107	1

Following part:
SMILES	Polio RdRp inh	Polio RdRp inh FP z-score
CCOc1ccc(C(=O)Nc2cc(C)nn2-c2nc3ccccc3n2Cc2ccc(C#N)cc2)cc1	99	-0.3
CCOC(=O)c1scc(-c2ccc(C)cc2)c1S(=O)(=O)Nc1cc(C)ccc1C	100	-1.5
CC1C/C(=C/c2ccsc2)C(=O)/C(=C/c2ccsc2)C1 (stereo unspecified)	99	-0.1
CCN(C(=O)c1c(Oc2ccc(F)cc2)nc(C)c(Cl)c1C)c1ccccc1	107	0.3
CN(C(=O)C1CCCCN1S(=O)(=O)c1ccccc1)c1ccccc1 (stereo unspecified)	102	-0.3
Cc1cc(NS(=O)(=O)c2ccc3[nH]c(=O)ccc3c2)ccc1Br	100	-0.7
c1ccc(-c2nc(Sc3ncnc4c3cnn4-c3ccccc3)n[nH]2)cc1	99	-0.6
COc1cccc(C(=O)Nc2cccc(N=C(N)CCC(=O)O)c2)c1	101	0.3
Cc1oc(-c2ccccc2)nc1CSc1nncn2c1cc1occc12	100	-0.5
O=C(NCc1ccccc1Cl)c1ccc2nc(Cc3ccccc3)oc2c1	107	0
O=C1OC2(CCCC2)OC(=O)C1=Cc1c[nH]c2ccccc12	100	-0.3
COc1ccc2cc(CN(Cc3nnnn3Cc3ccccc3)C3CCCC3)c(=O)[nH]c2c1	105	0.8
CCc1cccc2c(C#N)cn(CC(=O)N(CC)CC)c12	99	-0.2
COC(=O)c1scc(-c2ccc(C)cc2)c1S(=O)(=O)N1CCN(c2ccccc2)CC1	99	-1.7
CCOC(=O)c1cc2c(=O)n3cc(C)ccc3nc2n(Cc2ccco2)c1=N	103	0.2
CCOC(=O)c1ccc(NC(=O)CSc2cc(-c3ccccc3)nc(C)n2)cc1	105	0.2
CC(C)NS(=O)(=O)c1ccc(Cl)s1	99	-1.2
NC(C(=O)O)c1ccc(CCCC(=O)O)s1 (stereo unspecified)	102	-0.1
CC1CCn2c(nc3cc(C(=O)NCc4ccc(F)cc4)ccc32)C1 (stereo unspecified)	108	-0.2
Cc1ccccc1CNC(=O)CCC(=O)N1CCSc2ccccc21	101	-1.2
CC(=O)N1c2ccccc2NC(=O)C1CC(=O)Nc1cccc(C)c1 (stereo unspecified)	102	0.2
Cc1ccc2c(=O)cc(C(=O)Nc3nc4ccc(Cl)cc4s3)oc2c1	107	-0.1
O=C1NC(=S)N(c2ccc(Br)cc2)C(=O)/C1=C/c1ccsc1	99	-0.7
COc1ccc(NC(=O)CN2CCN(C3CCCCC3)C(=O)C2=O)cc1	102	-1.1
c1ccc(-n2nnnc2SCC2CCCCO2)cc1 (stereo unspecified)	105	0.3
CCOC(=O)C1CCCN(Cc2cn3c(-c4ccc(Br)cc4)nnc3s2)C1 (stereo unspecified)	106	-0.2
COc1cccc(N2CCN(Cc3nnc(-c4ccc5c(c4)OCO5)o3)CC2)c1	101	-1.1
CCN1CCc2nc(NC(=O)c3ccccc3)sc2C1	104	1.1
COc1nccc(C(F)(F)F)c1C(=O)NC(=O)Nc1c(C)cccc1C	95	-1.6
Cc1cccc(-n2ccnc2SCC(=O)Nc2cccc3ccccc23)c1	108	0.4
CCN(CC)C(=O)CSc1nc(-c2ccccc2)c(-c2ccccc2)o1	102	-0.3
CCOc1cc(C2c3c(-c4ccccc4O)n[nH]c3C(=O)N2Cc2cccnc2)ccc1O (stereo unspecified)	107	0
NC(=O)CSC1=Nc2ccccc2C2=NC(CCC(=O)NCc3cccs3)C(=O)N12 (stereo unspecified)	99	-0.6
Cc1ccc(CN2CCC(CNc3ncnc4onc(-c5ccc(Cl)cc5)c34)CC2)cc1	107	0.3
CN(C)C(Cl)=Nc1ccccc1	100	-0.3
COc1ccccc1NC(=O)C1=C(C)Nc2nc(SCc3ccccc3)nn2C1c1ccncc1 (stereo unspecified)	107	0.6
COCCCn1c(=N)c(S(=O)(=O)c2ccccc2)cc2c(=O)n3cc(C)ccc3nc21	108	1

This is a subset; rates above refer to the full screens.
